# human PMI inhibitors: human PMI inhibitors, high substrate, primary screen, biochemical, fluorescence intensity, high mannose 6-phosphate (AID 1220) | 190,000 compounds, 0.66% hits | inhibition, % at 20 µM; hits with a dose series show IC50 in µM | recombinant PMI enzyme, coupled fluorescence intensity; higher % means a stronger effect
# XIAP displacement: XIAP antagonists, biochemical, IAP family, fluorescence polarization (AID 1018). XIAP BIR domain, fluorescence polarization peptide displacement; higher % means a stronger effect. displacement, % at 20 µM, or IC50 in µM where a hit was titrated. 200,000 compounds, 0.007% hits; in the data active means displacement above about 50%; further: a part of the inactive calls stands beside numbers as strong as those of hits
# P. falciparum M1AAP: malaria alanyl aminopeptidase activity blockers – biochemical, fluorogenic H-Leu-NHMec substrate, 1536-well (AID 1445) | recombinant M1AAP, H-Leu-NHMec fluorogenic kinetic assay; higher % means a stronger effect | inhibition, % at 30 µM; hits with a dose series show IC50 in µM | 220,000 compounds, 0.42% hits;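 active means primary inhibition above the hit cutoff, then over 50% inhibition at one or more dose response concentrations, cut at about 23% in these data, passing the limit was not always enough; inconclusive means conflicting primary data, or primary hits not chosen for dose response; inactive means low primary inhibition, or under 50% at every dose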;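 further: plate controls were DMSO full reaction for no effect and no enzyme background for full effect; strong numbers were not always called active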
# LYP inhibition: inhibitors of LYP phosphatase, biochemical, fluorescence intensity, uHTS (AID 1779). recombinant LYP phosphatase, fluorescence intensity; higher % means a stronger effect. one-dose inhibition, % at 11.5 µM; IC50 in µM for titrated hits. 290,000 compounds, 0.054% hits;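 further: plate controls were vehicle with enzyme for no effect and no enzyme for full effect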
# ER stress rescue: rescue of cells from ER stress-induced death, primary screen, 384-well, CSM14.1, thapsigargin, ATP luminescence (AID 1222); CSM14.1 thapsigargin-induced death rescue, ATP luminescence; higher % means a stronger effect; cellular ATP content (survival), % at 20 µM, or EC50 in µM where a hit was titrated; 190,000 tested, under 10 active;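 active means EC50 below 50 µM in the dose-response confirmation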;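 further: death triggered by thapsigargin at about 15 µM added after 2 h compound pretreatment; cell ATP read after overnight thapsigargin exposure of roughly 18 to 22 hours; normalized against plate controls of thapsigargin alone and 5% DMSO vehicle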
# Myeloid diff MLP: promotes myeloid progenitor differentiation; ER-HoxA9 myeloid progenitors, lysozyme-GFP differentiation, flow cytometry; calls only at 10 µM; 360,000 compounds, 1% hits; AID 624256;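 active means normalized GFP-positive differentiation at or above the plate's own cutoff, the solvent-only control mean plus 3 SD; inconclusive means no clear call, values can overlap the other calls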;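 further: cells exposed to compound for four days before flow analysis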
# PMI inhibitors: MPI enzyme activity inhibition – biochemical, fluorescence intensity, coupled assay, primary screen (AID 1209). purified PMI enzyme, coupled fluorescence intensity; higher % means a stronger effect. 190,000 compounds, 0.42% hits. inhibition, % at 20 µM; hits with a dose series show IC50 in µM;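 further: plate controls were DMSO vehicle for no effect and wells lacking substrate for full effect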
# P. falciparum M17LAP: P. falciparum M17LAP inhibitors, primary screen, biochemical, fluorogenic H-Leu-NHMec substrate, 1536-well (AID 1619) | recombinant M17LAP, H-Leu-NHMec fluorogenic kinetic assay; higher % means a stronger effect | one-dose inhibition, % at 30 µM; IC50 in µM for titrated hits | 220,000 compounds, 0.38% hits;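 active means compound inhibiting the enzyme by more than half at any dose during confirmatory dose-response retesting; inconclusive means strong single-dose inhibitors picked by rank but not retested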;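 further: plate controls were full reaction with DMSO carrier for no effect and no enzyme background for full effect; strong numbers were not always called active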
# TNAP activators: human TNAP enzyme activators, primary screen, biochemical, luminescent, no phosphate acceptor, uHTS (AID 1001); purified TNAP, luminescent activation assay, no phosphate acceptor; higher activation fold means a stronger effect; one-dose activation fold at 20 µM; EC50 in µM for titrated hits; 200,000 compounds, 0.03% hits; in the data active means activation fold from about 3, or a potency from the dose series; inactive means the rest, 99 in 100 with activation fold below about 1.6; further: many of its hits are not listed in these tables
# Myeloid diff MLP GFP+ MAC1+ %: also measured in Myeloid diff MLP; calls as there; GFP+ MAC1+ double positive, %; measured here: differentiation confirmed by MAC1 staining
# An asterisk follows results filed as active; i = inactive; ? = inconclusive; · = no result given; + = active, no number. Unless noted, no stated cut-off is given here; in the data, active means inhibition above about 50%; inactive means the rest.
SMILES,human PMI inhibitors,XIAP displacement,P. falciparum M1AAP,LYP inhibition,ER stress rescue,Myeloid diff MLP,Myeloid diff MLP GFP+ MAC1+ %,PMI inhibitors,P. falciparum M17LAP,TNAP activators
O=S(=O)(c1ccc(Cl)cc1)N1CCC(O)(c2cccnc2)CC1,-7%,-5.9%,4%,-9%,-1.2%,i,6.0,-3%,5%,1.2
COc1ccc(N2CCN(c3ccc(Cl)nn3)CC2)cc1,0%,-0.5%,3%,-1%,-0.1%,i,0.4,0%,-1%,1.1
N/C(=N\c1nc2c(c(=O)[nH]1)CCC2)Nc1ccccc1,6%,-6.3%,8%,-8%,-1.5%,i,0.3,-2%,5%,1.5
CC(NC(=O)COC(=O)CCc1ccc(S(=O)(=O)N2CCOCC2)cc1)C1CC2CCC1C2 (stereo not drawn),11%,4.4%,6%,-7%,0.7%,i,0.7,14%,23%,1.1
COC(=O)c1[nH]c2cc(OC)c(OC)cc2c1NC(=O)c1cccc(OC)c1,-14%,-4.1%,7%,11%,2.6%,i,0.3,-15%,4%,0.9
CCOCc1cc(C2NC(=O)NC(C)=C2C(=O)OCC)ccc1OC (stereo not drawn),5%,-0.4%,-6%,-7%,-2.4%,i,1.0,10%,-2%,1.1
CNCC(O)CN1CCN(c2ccccc2OC)CC1 (stereo not drawn),-20%,-5.0%,9%,1%,1.8%,i,0.0,-20%,-1%,1.1
Cc1ccc(CNC(=O)CSCc2ccccc2F)cc1,2%,-1.9%,-1%,-6%,0.1%,i,1.6,-2%,3%,1.1
CCOc1nc(NCCO)nc(Nc2cc(Cl)ccc2OC)n1,-5%,-1.4%,-5%,-9%,-1.0%,i,0.1,-1%,-4%,1.1
Cc1ccccc1CS(=O)(=O)Cc1ccc(C(=O)NCCCN2CC(C)CC(C)C2)o1 (stereo not drawn),4%,-4.0%,3%,-8%,-1.1%,i,0.0,-8%,3%,1.1
Cc1ccc(NS(=O)(=O)c2ccc3[nH]c(=O)[nH]c3c2)c(C)c1,15%,-5.2%,0%,-1%,-0.2%,?,·,17%,-15%,1
Cc1ccc(S(=O)(=O)Nc2ccccc2CNc2ncc(Br)cc2Br)cc1,11%,-3.1%,-1%,6%,-1.0%,i,1.0,13%,-6%,1.1
CCC1NC(=S)NC(C)=C1C(=O)c1ccccc1 (stereo not drawn),-26%,-2.5%,14%,-2%,1.5%,i,0.7,-19%,6%,1.1
CCc1[nH]nc2c1C1(CCOC1C)C(C#N)=C(N)O2 (stereo not drawn),7%,-1.8%,3%,-8%,-0.1%,i,0.6,6%,-6%,1.1
CCN(CC)CCN1C(=O)c2oc3ccccc3c(=O)c2C1c1ccc(F)cc1 (stereo not drawn),-4%,-6.8%,14%,1%,2.4%,i,0.4,-1%,4%,1
O=c1[nH]c2ccc(S(=O)(=O)NCCO)cc2[nH]1,-1%,-4.2%,9%,-3%,0.0%,i,0.6,-6%,7%,1
C#CCOc1nc(OCC#C)nc(OCC#C)n1,-3%,-2.2%,-7%,-7%,-0.8%,i,0.8,3%,-15%,1.1
COc1cccc2cc(C(=O)NCC3CCCO3)c(=O)oc12 (stereo not drawn),10%,-1.4%,2%,2%,0.3%,i,0.9,4%,3%,1
Cc1[nH]nc2c1C(c1ccsc1)C(C#N)=C(N)O2 (stereo not drawn),12%,-5.0%,1%,-8%,2.9%,·,·,15%,29%,0.8
C=CCN1CC(O)=C(c2ccccc2)C1=N,-2%,-0.9%,10%,-11%,-1.0%,i,8.9,4%,12%,1.1
COC(=O)N(NC(=O)C(O)(C(C)C)C(C)C)c1ccccc1,·,·,-3%,-8%,·,i,0.5,·,-11%,·
CCOC(=O)c1cnn(CCOC(=O)c2ccc(OC)cc2)c1NC(=O)c1ccc(OC)cc1,-6%,-3.1%,-3%,-7%,-0.7%,i,0.8,-3%,14%,1.1
COc1ccc(C(=O)NN)cc1COc1ccc(Br)cc1,-54%,2.1%,6%,0%,-0.5%,i,8.1,-29%,-7%,1.1
S=c1[nH]nc(-c2cc(-c3ccccc3)n[nH]2)n1/N=C/c1ccc(Br)s1,·,·,6%,5%,·,i,0.8,·,3%,·
CCOC(=O)c1sc(C)c2c1NC1(CCCCCC1)NC2=O,13%,-1.3%,5%,-1%,-0.2%,i,0.5,3%,3%,1
CCN(CC)C(=O)CSc1nc2c(sc(=S)n2-c2ccccc2)c(=O)[nH]1,-17%,-0.9%,5%,-7%,-0.3%,i,0.1,-14%,12%,1.1
CC1=CCC[C@@H]2[C@@](C)(CC/C(C)=C/C(=O)O)[C@H](C)CC[C@@]12C,8%,-6.5%,6%,1%,-6.0%,i,2.1,12%,12%,1.1
CCOc1ccc(C(=O)NCC(C)CN(C)C)cc1OCC (stereo not drawn),16%,-5.9%,20%,-8%,·,i,0.7,18%,-7%,1.1
c1ccc(-c2nnc(-c3ccccc3)o2)cc1,-4%,-0.5%,1%,-8%,-1.8%,i,0.6,2%,-2%,1.1
COc1ccc(OC)c(-n2c(SCC(=O)N3CCc4ccccc43)nc3c(c2=O)SCC3)c1,7%,-8.3%,8%,0%,3.0%,i,3.8,14%,10%,1.1
CCSc1nn2c(=O)c3ccccc3nc2s1,7%,-4.3%,1%,-7%,-2.2%,i,0.9,9%,-11%,1
C=CCn1c(=NC(=O)c2sc3ccccc3c2Cl)sc2cc(S(N)(=O)=O)ccc21,12%,-5.2%,18%,-1%,6.7%,i,0.4,18%,8%,1
CC(=O)Cn1c(CN2CCCCC2)nc2ccccc2c1=O,-15%,-3.2%,1%,-6%,·,i,0.3,-15%,4%,1
O=Cc1ccc(-n2cc(C=O)c3ccccc32)cc1,-5%,-6.4%,19%,-1%,·,i,0.0,-10%,6%,1.1
Cc1nn(C(=O)c2ccco2)c(C)c1Sc1ccccc1,15%,-1.9%,3%,-5%,6.0%,i,2.2,19%,-2%,1.2
CCCC1(C(=O)OCC)NC(c2ccc(N(C)C)cc2)C2C(=O)N(c3ccc(OCC)cc3)C(=O)C21 (stereo not drawn),6%,-3.6%,13%,-1%,2.2%,i,0.1,5%,-5%,1.1
Cc1ccc(C(=O)NNC(=O)c2cccs2)cc1,4%,-5.6%,10%,-8%,-7.8%,i,0.5,1%,-1%,1.1
CSc1nnc(C)c(=O)n1COC(=O)c1ccc(S(=O)(=O)N2CCOCC2)cc1,-14%,-3.7%,2%,-5%,-2.2%,i,0.8,-5%,6%,1
Fc1ccc(-c2n[nH]c(=S)c3ccccc23)cc1,-135%,-8.7%,-1%,-4%,-0.1%,i,0.5,-84%,9%,1
CCc1cccc(C)c1NC(=O)c1ccc(CN2CCc3ccccc3C2)cc1,7%,-5.0%,7%,-4%,-0.5%,i,0.7,2%,5%,1.1

# Only TNAP activators (three entries from above):
SMILES	TNAP activators
CCOc1ccc(C(=O)NCC(C)CN(C)C)cc1OCC (stereo not drawn)	1.1
CCOC(=O)c1cnn(CCOC(=O)c2ccc(OC)cc2)c1NC(=O)c1ccc(OC)cc1	1.1
CCOc1nc(NCCO)nc(Nc2cc(Cl)ccc2OC)n1	1.1

# Continued:
SMILES,human PMI inhibitors,XIAP displacement,P. falciparum M1AAP,LYP inhibition,ER stress rescue,Myeloid diff MLP,Myeloid diff MLP GFP+ MAC1+ %,PMI inhibitors,P. falciparum M17LAP,TNAP activators
COc1cc(OC)c(C2=NOC(C(=O)N3CCCc4ccccc43)C2)cc1Cl (stereo not drawn),-5%,-0.4%,-1%,-2%,-0.7%,i,0.7,-4%,3%,1.1
CCS(=O)(=O)N1CCN(C(=O)COc2ccc(-c3ccccc3)cc2)CC1,6%,-1.3%,-1%,0%,-1.6%,i,2.9,4%,-11%,1.1
CCCn1nnc(NC(=O)Cc2ccc(Cl)cc2)n1,5%,-5.6%,-1%,-2%,8.3%,i,3.7,5%,-1%,1.1
Cc1ccc(C(=O)COC(=O)c2n[nH]c(=O)c3ccccc23)cc1,5%,-3.2%,-2%,-3%,-2.1%,i,0.9,9%,4%,1.1
O=C1NC(Cc2c[nH]c3ccccc23)C(=O)N1CCOc1ccc(F)cc1 (stereo not drawn),-3%,-2.1%,-2%,-3%,0.6%,i,0.2,-12%,0%,1.1
Cn1c(=O)[nH]c(=O)c2c1nc(Br)n2CCCO,-6%,-3.8%,-2%,6%,0.4%,+,13*,-14%,8%,0.9
Cc1cc(NC(=O)CCN2CCC(C(N)=O)CC2)ccc1Br,-9%,-6.6%,2%,-14%,-2.8%,i,0.5,-5%,5%,1.1
Oc1ccc(/C=C/c2ccnc3ccccc23)cc1,5%,-4.2%,12%,0%,-2.2%,i,2.5,-3%,15%,1
COc1ccc(-c2cc(-c3nnc(COC(=O)c4ccc(O)cc4)o3)c3ccccc3n2)cc1OC,18%,-5.1%,6%,-3%,-3.3%,i,0.3,16%,2%,1
COC(=O)c1ccc(NC(=O)CSCc2ccccc2)cc1,0%,1.3%,6%,-3%,4.5%,i,0.7,0%,2%,1.1
CCOC(=O)COc1ccc(Br)cc1/C=C/c1[nH]c(=O)[nH]c(=O)c1[N+](=O)[O-],-2%,-10%,25µM*,0%,-1.2%,i,0.2,-20%,15%,1
CSc1ccc(Cl)c(C(=O)OCC(=O)NCc2ccco2)c1,-9%,-6.3%,5%,-4%,0.4%,i,2.6,7%,50µM*,1
CCC(=O)Nc1ccc(N2CCC(C)CC2)cc1,4%,-6.1%,-4%,-5%,-1.7%,i,0.2,-1%,10%,1
CCC1(C)Cc2ccccc2-c2nc(-c3ccccc3)oc(=O)c21 (stereo not drawn),1%,-3.1%,1%,-3%,-1.4%,i,0.8,1%,14%,1.1
COc1cccc(-n2c(COc3ccc(C)cc3)nnc2SCC(N)=O)c1,1%,-0.2%,8%,0%,-3.4%,i,13,-9%,2%,1.1
CC(C)c1cc(CNC(=O)CC2C(=O)NCCN2CC2CCCCC2)on1 (stereo not drawn),6%,-2.1%,3%,-1%,-0.3%,i,0.6,-2%,-1%,1.1
Cn1cccc1C(C(=O)NC1CCCCC1)N(C(=O)Cc1cccs1)c1ccc2c(c1)OCO2 (stereo not drawn),-7%,-4.1%,-3%,2%,-0.6%,i,8.3,-5%,4%,1
O=C(COc1cc(F)ccc1[N+](=O)[O-])Nc1cccc(Br)c1,-1%,1.9%,4%,-4%,-0.6%,i,0.3,12%,2%,1.1
CC(=O)c1ccc(OCc2ccc(C(=O)c3ccccc3)cc2)cc1,8%,-6.9%,12%,2%,0.0%,i,0.7,6%,8%,1

# Source: PubChem BioAssay
